High-throughput results (PubChem)
CSN deneddyl inh – inhibitors of CSN-mediated cullin deneddylation, primary screen, biochemical, fluorescence polarization, uHTS; COP9 signalosome complex subunit 5 (Homo sapiens), Q92905; Purified CSN, SCF-Nedd8-OG deneddylation; inhibition, % at 12.5 µM; 360,000 tested, 0.38% active;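 active = pattern-corrected inhibition above about 35%, with an unprinted fluorescence ratio check between 0.5 and 1.5, limit read from the data, passing the limit was not always enough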;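 note: 0% = enzyme with substrate and 100% = substrate without enzyme; some results filed as inactive read as strong as hits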
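Assay system: HEK293T-derived human Csn5 enzyme; quantity: 0.24 nM enzyme; medium: Tris/NaCl/DTT buffer, pH 7.5; also added: substrate SCFSkp2-Nedd8OG, 10 nM; doses: 12.5 µM compound; schedule: 90 min reaction at room temperature; signal: FP; read-out: % inhibition of substrate cleavage by Csn5; benchmarks: substrate-only high control, full reaction low control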
SUMO1-SIM PPI – modulators of SUMO1 protein-protein interactions, primary screen, biochemical, uHTS; AID 602429, 2012; Small ubiquitin-related modifier 1 (Homo sapiens), P63165; inhibition, % at 20 µM; SUMO1 binding to a labelled peptide, TR-FRET, 1 h; 360,000 tested, 0.33% active; in the data active = inhibition above about 37%
Rin1 Abl inh – inhibitors of Rin1-Abl protein binding, primary screen, biochemical, TR-FRET; Tyrosine-protein kinase ABL1 (Homo sapiens) + Ras and Rab interactor 1 (Homo sapiens), …; inhibition, % at 7.35 µM; 360,000 tested, 0.4% active; in the data active = inhibition above about 5%, passing the limit was not always enough
NadD inh – inhibitors of S. aureus NadD, primary screen, biochemical, colorimetric, uHTS; purified NadD enzyme, colorimetric absorbance read-out; inhibition, % at 20 µM; 360,000 tested, 0.78% active; AID 602399, 2012; in the data active = inhibition above about 26%; note: some compounds past the cut are filed as inactive
STEP block – STEP phosphatase inhibitors, primary screen, biochemical, fluorescence intensity, uHTS; Tyrosine-protein phosphatase non-receptor type 5 (Homo sapiens), P54829; recombinant STEP, OMFP fluorogenic substrate; inhibition, % at 20 µM; 360,000 tested, 0.25% active; AID 588621, 2011;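 active = inhibition at 20 µM, scaled per plate between control wells, above about 37%, limit read from the data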;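 note: 0% = DMSO with enzyme and substrate and 100% = substrate only without enzyme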
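System: isolated STEP enzyme; schedule: 20 min enzyme reaction at room temperature, protected from light; medium: Bis-Tris buffer pH 6.0, 2.5 mM DTT, 0.005% Tween 20; signal: fluorescence, 480/540 nm; dosing: single compound dose of 20 µM, 1% DMSO final; also added: OMFP substrate, 25 µM final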
Rpn11 block – Rpn11 (PSMD14) deubiquitinase inhibitors, primary screen, biochemical, fluorescence polarization, uHTS | 26S proteasome non-ATPase regulatory subunit 14 (Homo sapiens), O00487 | human 26S proteasome, Ub4-pepOG fluorescence polarization; 20S core pre-blocked with epoxomicin | calls only at 20 µM | 360,000 tested, 0.59% active | AID 588493, 2011;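 active = inhibition at 20 µM, scaled to each plate's controls, above about 33%, limit read from the data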
LMPTP inh – LMPTP phosphatase inhibitors, primary screen, biochemical, fluorescence intensity, uHTS | Low molecular weight phosphotyrosine protein phosphatase (Homo sapiens), P24666 | recombinant LMPTP-A, OMFP fluorogenic substrate | inhibition, % at 20 µM | 360,000 tested, 0.22% active;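 active = compounds that cut the enzyme signal by at least half of the control window in the single-dose screen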;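 note: plate controls were DMSO wells with enzyme plus substrate for no effect and substrate without enzyme for full effect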
Target sequence (P24666 whole entry, looked up): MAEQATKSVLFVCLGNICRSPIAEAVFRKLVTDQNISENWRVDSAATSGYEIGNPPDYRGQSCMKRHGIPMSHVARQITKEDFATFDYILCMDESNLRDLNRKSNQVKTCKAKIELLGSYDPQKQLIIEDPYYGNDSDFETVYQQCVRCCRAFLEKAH
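material = LMPTP-A | quantity = 0.625 nM enzyme | reagent = OMFP substrate, 400 µM final | buffer or medium = Bis-Tris pH 6.0, DTT, detergent | detection = endpoint fluorescence intensity from OMFP dephosphorylation | dosing = single 20 µM dose | read-out basis = % inhibition relative to no-enzyme and uninhibited control wells | control set = no-enzyme and uninhibited controls | timing = 50 min at room temperature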
Neddylation inh – inhibitors of cullin neddylation, primary screen, biochemical, TR-FRET, uHTS, NAE and Ubc12. NEDD8-conjugating enzyme Ubc12 (Homo sapiens) + NEDD8-activating enzyme E1 regulatory …. calls only at 25 µM. 360,000 tested, 0.58% active. AID 651699, 2012; in the data active = inhibition above about 36%
Target sequence (P61081 whole entry, looked up): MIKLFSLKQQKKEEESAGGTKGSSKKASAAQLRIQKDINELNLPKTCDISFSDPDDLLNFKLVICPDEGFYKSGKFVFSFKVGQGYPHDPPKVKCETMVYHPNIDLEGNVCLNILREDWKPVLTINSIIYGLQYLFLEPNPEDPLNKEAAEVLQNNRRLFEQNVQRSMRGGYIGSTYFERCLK
Target sequence (Q13564 whole entry, looked up): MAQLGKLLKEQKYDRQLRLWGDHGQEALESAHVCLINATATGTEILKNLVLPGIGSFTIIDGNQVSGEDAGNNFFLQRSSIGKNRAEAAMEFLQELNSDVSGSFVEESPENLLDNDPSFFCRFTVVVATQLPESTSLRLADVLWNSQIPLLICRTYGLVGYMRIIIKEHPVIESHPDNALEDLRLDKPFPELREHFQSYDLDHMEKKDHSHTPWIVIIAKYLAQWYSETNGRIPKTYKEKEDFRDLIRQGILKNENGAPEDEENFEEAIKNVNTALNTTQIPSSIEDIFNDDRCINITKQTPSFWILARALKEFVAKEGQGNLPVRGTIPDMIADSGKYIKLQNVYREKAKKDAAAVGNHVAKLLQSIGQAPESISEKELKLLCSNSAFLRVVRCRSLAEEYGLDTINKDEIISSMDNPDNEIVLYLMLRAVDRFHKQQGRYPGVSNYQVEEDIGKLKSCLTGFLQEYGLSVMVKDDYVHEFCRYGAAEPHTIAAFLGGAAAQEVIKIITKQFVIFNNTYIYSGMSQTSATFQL
Scp1 inh – Scp-1 phosphatase inhibitors, primary screen, biochemical, colorimetric, uHTS. Carboxy-terminal domain RNA polymerase II polypeptide A small phosphatase 1 (Homo …. Recombinant Scp1, phosphopeptide, malachite green phosphate absorbance. inhibition, % at 20 µM. 340,000 tested, 0.88% active. AID 493091, 2011;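 active = inhibition above about 50% at 20 µM, limit read from the data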;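 note: plate controls were DMSO wells with enzyme for no effect and wells lacking enzyme for full effect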
Target sequence (Q9GZU7 76-261 limits assumed): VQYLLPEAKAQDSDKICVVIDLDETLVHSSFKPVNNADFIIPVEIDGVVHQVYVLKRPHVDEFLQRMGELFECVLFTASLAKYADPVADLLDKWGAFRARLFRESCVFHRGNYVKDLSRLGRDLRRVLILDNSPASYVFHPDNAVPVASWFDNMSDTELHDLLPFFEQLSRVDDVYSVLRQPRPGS
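Times: enzyme reaction 45 min at room temperature, colour 5 min, stabilisation 30 min. Material: SCP-1 catalytic fragment, aa 76-261. Medium: Acidic Tris acetate buffer with magnesium and detergent. Signal: colorimetric free-phosphate detection, absorbance 630 nm. Read-out basis: % inhibition of SCP-1 phosphate liberation. Reagent: Phosphorylated 17-residue peptide substrate.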
DNMT1 inh – human DNMT1 methyltransferase inhibitors, primary screen, biochemical, molecular beacon, fluorescence, HinP1I cleavage, uHTS. DNA (cytosine-5)-methyltransferase 1 (Homo sapiens), P26358. AID 588458, 2011. 360,000 tested, 0.83% active. inhibition (reported as % activation of signal), % at 10 µM; in the data active = inhibition above about 50%
Numbers without * were called inactive; i = inactive; x = not tested or not shown. This is a random part of the collection, and some 3.8% of all compounds hit somewhere here.

SMILES	CSN deneddyl inh	SUMO1-SIM PPI	Rin1 Abl inh	NadD inh	STEP block	Rpn11 block	LMPTP inh	Neddylation inh	Scp1 inh	DNMT1 inh
CCOC(=O)c1cc2c(OC)c(OC)ccc2c2[nH]cc(C#N)c(=O)c12	0	0	3	-12	-1	i	-1.3	x	x	6
Cc1ccc(CS(=O)(=O)Cc2ccc(C(=O)NCc3ccco3)o2)cc1	-4	-4	0	-2	-2	i	-0.2	i	-4	7
O=S1(=O)CCN(C2CCCCCCCCCCC2)CC1	1	6	2	-2	1	i	-0.6	i	x	-3
CS(=O)(=O)c1sc(C(=O)NC(=S)Nc2ccc(OC(F)(F)F)cc2)c2c1C=CCC2	99	0	x	1	9	i	3.0	i	-6	-7
COc1cccc(-c2nnc(SCC(=O)N(C(C)C)C(C)C)o2)c1	4	-2	0	0	-1	i	-0.5	i	-5	2
CN(C)S(=O)(=O)c1ccc(Cl)c(C(=O)Nc2cccc3ncccc23)c1	0	7	1	-12	-2	i	6.1	i	1	-2
Cc1ccc(C(O)c2ncc(-c3ccc(Cl)cc3)[nH]2)cc1 (centres undefined)	-4	2	2	0	-2	i	-0.7	i	x	-9
CC(C)CCOCC(=O)Nc1cccc(C(=O)O)c1	0	3	-3	-1	-8	i	-1.0	i	-10	1
CC(=O)c1ccc(OCC(=O)OC(C)C(=O)NC2CCCCC2)cc1 (centres undefined)	-3	1	2	-6	-2	i	-0.7	i	-8	11
O=C(NCC(=O)N(c1ccc(Cl)cc1)C(C(=O)NC1CCCC1)c1ccncc1)c1ccco1 (centres undefined)	5	1	1	-2	0	i	-0.4	i	2	0
OCCCNc1nc(-c2ccc(Cl)cc2)nnc1-c1ccc(Br)cc1	-10	23	-1	-5	-1	i	0.0	i	-8	-5
COc1cccc(NC(=O)C2C3CC4OC(=O)C2C4C3)c1 (centres undefined)	5	0	-6	1	-4	i	-3.2	i	5	49
N#Cc1cnn2ccc(-c3cc(N4CCOCC4)ccc3[N+](=O)[O-])nc12	-7	-28	-8	-3	0	i	0.2	i	1	1
CCc1cccc2c1NC(=O)C2=O	2	-39	-5	2	2	i	-0.5	i	-10	2
Cc1ccc2nc(-c3ccc(NC(=O)COC(=O)c4ccc(Br)o4)cc3)sc2c1	5	-7	-3	13	1	i	-1.2	i	-1	33
COc1cccc(S(=O)(=O)N(C)C[C@@H]2OCc3cnnn3CCCC(=O)N([C@H](C)CO)C[C@@H]2C)c1	-3	-1	-5	9	0	i	-1.2	i	x	4
O=C(O[C@@H](C(=O)O)[C@@H](OC(=O)c1ccccc1)C(=O)O)c1ccccc1	1	2	3	5	0	i	-1.0	i	-9	0
O=C(COC(=O)c1cccc(S(=O)(=O)N2CCOCC2)c1)NCc1ccccc1	6	3	2	-5	-1	i	-2.5	i	8	0
COC(=O)c1cccc(CN2C(=O)C(C)Sc3cc(Cl)ccc32)c1 (centres undefined)	0	-3	2	-9	-2	i	2.9	i	x	0
C=CCn1c(=O)c(C(=O)NCc2ccc(Cl)cc2)c(O)c2ccccc21	-3	1	-1	-4	3	i	2.5	i	-4	2
CC(C)(C)NCCCCOc1ccccc1F	-3	-5	-2	1	0	i	-1.2	i	5	4
O=C(CN1CCSCC1)N/N=C/c1ccc(F)cc1F	5	-6	0	6	-4	i	-1.3	i	-8	4
O=C(Nc1ccc(N2CCOCC2)c(Cl)c1)c1ccccc1Cl	2	3	0	1	8	i	0.5	i	-7	0
COc1cc(C(=O)Nc2ccc(NC(=O)C(C)C)nc2)cc(OC)c1OC	-3	0	-1	9	-1	i	0.2	i	-2	-1
Cc1ccc(S(=O)(=O)N2[C@@H](Cc3ccccc3)CO[C@H]2CC(=O)c2ccccc2)cc1	-3	-6	x	x	x	x	0.3	i	x	x
Cc1ccccc1C(=O)c1cccn1CC(=O)NC(C)CCc1ccccc1 (centres undefined)	3	6	0	-3	0	i	1.7	i	-9	0
O=C(c1ccc(CS(=O)Cc2ccccc2Cl)o1)N1CCN(c2cccc(Cl)c2)CC1 (centres undefined)	2	4	1	3	0	i	1.7	i	-5	-4
CCOC(=O)c1ccc(N/C=C/C(=O)c2ccccc2)cc1	2	0	7	-18	7	i	0.6	i	3	8
O=C1OC(CO)CN1Cc1ccccc1 (centres undefined)	4	2	0	2	-3	i	-2.9	i	-3	5
COc1cccc(/C=C/C(=O)c2ccc(C)c([N+](=O)[O-])c2)c1	9	-6	1	-9	-3	i	0.1	i	-9	2

Pulled one by one from the entries so far, 3 records:
SMILES	CSN deneddyl inh	SUMO1-SIM PPI	Rin1 Abl inh	NadD inh	STEP block	Rpn11 block	LMPTP inh	Neddylation inh	Scp1 inh	DNMT1 inh
O=C(CN1CCSCC1)N/N=C/c1ccc(F)cc1F	5	-6	0	6	-4	i	-1.3	i	-8	4
O=C(Nc1ccc(N2CCOCC2)c(Cl)c1)c1ccccc1Cl	2	3	0	1	8	i	0.5	i	-7	0
Cc1ccccc1C(=O)c1cccn1CC(=O)NC(C)CCc1ccccc1 (centres undefined)	3	6	0	-3	0	i	1.7	i	-9	0

(listing goes on)
SMILES	CSN deneddyl inh	SUMO1-SIM PPI	Rin1 Abl inh	NadD inh	STEP block	Rpn11 block	LMPTP inh	Neddylation inh	Scp1 inh	DNMT1 inh
COc1ccc(NC(=O)CSCC(=O)N2CCN(c3cccc(C(F)(F)F)c3)CC2)cc1	-10	6	-1	-5	-2	i	1.9	i	-7	0
COCCNC(=O)C1CC(=O)N(CCc2ccccc2)C1 (centres undefined)	-1	0	-2	-2	0	i	1.5	i	-3	0
Cc1ccc(N(Cc2cc(=O)[nH]c3ccccc23)C(=O)CCl)c(C)c1	1	5	-1	-4	0	i	-0.7	i	4	8
CSc1ccc(COC(=O)c2cc([N+](=O)[O-])ccc2N2CCOCC2)cc1	0	-25	-3	-6	2	i	2.5	i	-11	-4
CC1CC(C)CN(C(=O)CN2C(=O)NC(C)(C)C2=O)C1 (centres undefined)	-6	13	4	-2	-2	i	-0.5	i	-3	1
COc1ccc(/C=C/C(=O)Oc2cccc(/C=N/NC(=O)c3cccc(F)c3)c2)cc1	9	1	-3	11	0	i	5.2	i	87*	4
Cc1ccc(CN2CCCN(Cc3ccc(F)cc3Cl)S2(=O)=O)cc1	1	-2	-3	1	2	i	4.3	i	-13	2
CCCCn1c(N)c(N(CC(C)C)C(=O)c2c(-c3ccccc3)noc2C)c(=O)[nH]c1=O	2	-3	1	0	1	i	-0.7	i	-3	1
O=C(CN1CCN(Cc2ccccc2Cl)CC1)N/N=C/C=C/c1ccco1	5	-20	0	-6	2	i	3.1	i	-4	-2
C(=N\n1cnnc1)/c1cccc(Oc2ccccc2)c1	3	-2	-2	2	1	i	-1.2	i	0	-2
Cc1ccc(CN2CC(C(=O)Nc3ccncc3)CC2=O)cc1 (centres undefined)	-4	2	0	1	1	i	-0.3	i	1	2
FC(F)(F)c1cnc2c(c1)Nc1ccccc1S2	-5	1	-1	2	-2	i	-0.3	i	-3	-9
CCOC(=O)Cn1c(SC)nc2sc3c(c2c1=O)CC(C)(C)OC3	-4	-1	2	-5	-4	i	-0.5	i	-2	10
O=C(CCN1CCc2ccccc2C1)Nc1cccc(F)c1	-1	-3	4	4	0	i	-0.9	i	0	-5
CCc1cc2cc(C)cc(C)c2nc1SCC(=O)N1CCN(C(=O)c2ccco2)CC1	-2	15	-2	14	3	i	4.4	i	7	-10
C=CCNC(=S)Nc1nc2c(cc1C(=O)OCC)COC(C)(C)C2	2	-2	-4	5	-5	i	0.4	i	-7	1
CCOc1cccc2c1OC1(C)CC2NC(=O)N1c1cccc(C(=O)NCc2ccccn2)c1 (centres undefined)	-1	2	5	1	2	i	0.9	i	-5	1
COc1ccccc1N1CCN(c2ccc([N+](=O)[O-])nc2)CC1	-4	-16	3	0	-4	i	0.7	i	-2	-2
O=C(CCC(=O)N1CCOc2ccccc21)N1CCCCC1	-1	-2	3	0	-4	i	-3.0	i	7	1
O=C(NCC1CC1)c1cc(-c2ccccc2)nn1CC1CC(c2cccc([N+](=O)[O-])c2)=NO1 (centres undefined)	6	-25	0	-8	2	i	-0.7	i	-2	-9
c1cc2[nH]snc2c2nc(C3CC3)nc12	8	-4	-12	-2	0	i	1.4	i	-6	-14
Cc1ccc(S(=O)(=O)N2CCCOC2)cc1	3	0	1	6	3	i	0.0	i	-5	-2
Cc1ccc2c(c1)N(CC(=O)NC1CCCCC1C)C(=O)CO2 (centres undefined)	-4	-7	-6	7	-8	i	-1.9	i	-7	0
COc1ccc(OC)c(S(=O)(=O)NCCc2cn3ccsc3n2)c1	-5	5	2	8	-2	i	0.3	i	-5	-1
COc1cccc(N(C(=O)CNC(=O)c2ccco2)C(C(=O)NC2CCCC2)c2cccnc2)c1 (centres undefined)	5	-1	1	-5	0	i	-0.9	i	1	0
Cc1ccc(C2/C(=C(/O)c3ccc4c(c3)CC(C)O4)C(=O)C(=O)N2CCCn2ccnc2)cc1 (centres undefined)	-3	-3	0	14	-1	i	11	i	-2	-4
CC(C)Cn1c(N)c(C(=O)COC(=O)c2c(F)cccc2F)c(=O)n(C)c1=O	-4	12	1	1	0	i	0.5	i	-3	-2
CC/C(CC(=O)C(F)(F)F)=N\NC(=O)/C(C#N)=C/N(C)C	0	1	1	-9	2	i	-1.2	i	-3	0
CCC/C(=N\NC(=O)C1CC1)c1ccc(Br)cc1	-4	9	0	0	0	i	0.7	i	-4	1
O=C(COC(=O)C1=COCCO1)Nc1ncc(C(F)(F)F)cc1Cl	9	-3	-2	-5	0	i	-1.0	i	-2	1
O=C1NC(=O)C2(CCCc3ccccc32)N1 (centres undefined)	0	4	0	-9	0	i	-2.6	i	-9	2
